High-throughput results: PubChem BioAssay, several laboratories
proCasp7 act = activates human procaspase-7, counter-screen for procaspase-3 activators | 330,000 tested, 0.093% active | activation, % at 8.5 µM | recombinant procaspase-7, Ac-DEVD-pNA absorbance 405 nm; D23A/D198A/D206A triple mutant, cannot self-cleave; scale: DMSO 0, 5 µM enzyme 100 | P55210;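 active = percent activation above the screen-wide mean plus 3 SD, cut at about 25% in these data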
Target sequence (P55210 whole entry D23A/D198A/D206A): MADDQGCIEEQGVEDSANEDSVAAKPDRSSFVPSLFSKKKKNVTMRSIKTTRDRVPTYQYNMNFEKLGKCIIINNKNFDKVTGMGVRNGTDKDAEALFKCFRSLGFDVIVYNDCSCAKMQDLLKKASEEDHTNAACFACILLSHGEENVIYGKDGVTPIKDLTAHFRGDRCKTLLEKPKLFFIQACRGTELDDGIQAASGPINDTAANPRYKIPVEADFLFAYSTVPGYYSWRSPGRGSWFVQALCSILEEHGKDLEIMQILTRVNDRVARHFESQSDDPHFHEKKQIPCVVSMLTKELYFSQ
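Replicates: singlicate. Assay system: Procaspase-7 triple mutant (PC-7 D3A). Signal: 405 nm absorbance of p-nitroaniline. Times: 1 h preincubation, 2 h reaction. Buffer or medium: Zinc-free HEPES pH 7.4 with 300 mM NaCl, 0.01% Triton X-100. Also added: DEVD-pNA substrate. Benchmarks: DMSO wells as 0%, DMSO with 5 µM added PC-7 as 100%.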
Efflux pump mplx = antifungal efflux pump inhibition, Nile Red retention; S. cerevisiae Candida pump triplex; inhibition, % at 10 µM; 330,000 tested, 0.44% active; AID 485275;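 active = plate passing quality check with inhibition over a set limit, or well fluorescence over plate mean plus 4 SD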;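 note: Nile Red retained in pooled yeast measured as flow cytometry median fluorescence; 0% = buffer negative control and 100% = Enniatin B positive control; higher means more Nile Red kept so more efflux inhibition; some compounds called inactive have numbers as strong as hits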
GASC-1 inh = blocks human GASC-1 demethylase activity | Q9H3R0 | GST-JMJD2C(1-420) H3K9me3 demethylation, DELFIA europium | inhibition, % at 2.35 µM | 330,000 tested, 0.069% active | AID 2099;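 active = more than half of a compound's replicate wells show inhibition beyond 50%, single wells judged on their own value; inconclusive = some, but no more than half, of replicates pass 50% inhibition; inactive = no replicate passes 50% inhibition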;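 note: signal counts dimethyl H3K9 product captured on neutravidin plate; 0% = median of DMSO wells and 100% = 0.3 times that DMSO median; strong numbers were not always called active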
PP5 inh = blocks human protein phosphatase 5 activity | purified PP5c, OMFP substrate fluorescence | 320,000 tested, 0.18% active | inhibition, % at 6.7 µM;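 active = inhibition above the campaign's mean inhibition across all tested compounds plus 3 SD, cut at about 9.5% in these data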;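 note: 0% = DMSO only and 100% = 100 µM cantharidin control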
Target sequence (P53041 whole entry, looked up): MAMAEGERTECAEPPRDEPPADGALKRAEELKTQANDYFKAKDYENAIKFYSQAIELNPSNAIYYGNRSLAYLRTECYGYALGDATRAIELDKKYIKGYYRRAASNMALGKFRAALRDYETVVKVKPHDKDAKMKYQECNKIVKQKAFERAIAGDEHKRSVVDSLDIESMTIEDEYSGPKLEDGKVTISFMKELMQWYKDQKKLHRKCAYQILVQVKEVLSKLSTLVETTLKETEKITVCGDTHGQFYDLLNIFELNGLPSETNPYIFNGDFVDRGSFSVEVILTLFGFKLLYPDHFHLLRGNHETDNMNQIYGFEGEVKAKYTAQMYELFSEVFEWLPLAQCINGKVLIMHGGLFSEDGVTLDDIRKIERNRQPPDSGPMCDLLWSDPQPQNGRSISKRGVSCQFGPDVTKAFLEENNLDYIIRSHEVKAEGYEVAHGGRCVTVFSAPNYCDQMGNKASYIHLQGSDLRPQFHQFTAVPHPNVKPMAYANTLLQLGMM
Fh CTSL1 inh = blocks F. hepatica cathepsin L1 in PFM18AAP counter-screen; 300,000 tested, 0.49% active; recombinant F. hepatica cathepsin L1, Z-Leu-Arg-MCA fluorescence; inhibition, % at 5.96 µM;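 active = inhibition above the mean of all tested compounds plus 3 SD, set per screening campaign, cut at about 17% in these data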;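 note: 0% = plate median of test compound wells and 100% = 1 µM Z-Phe-Ala-diazomethylketone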
PP1 counter = counter-screen for PP5 inhibitors: inhibitors of human PP1-alpha | P62136 | purified PP1alpha, OMFP fluorescence | inhibition, % at 6.7 µM | 320,000 tested, 0.9% active | AID 2235;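 active = inhibition above the mean inhibition of all tested compounds plus 3 SD, computed separately for each screening campaign, cut at about 15% in these data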
procasp3 activ = activates human procaspase-3 | recombinant procaspase-3 D3A, Ac-DEVD-pNA absorbance 405 nm | activation, % at 8.5 µM | 330,000 tested, 0.11% active;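 active = activation above the mean of all tested compounds plus 3 SD, cut at about 21% in these data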;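 note: 0% = DMSO alone and 100% = DMSO wells spiked with extra 5 µM PC-3 D3A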
Target sequence (P42574 whole entry D9A/D28A/D175A): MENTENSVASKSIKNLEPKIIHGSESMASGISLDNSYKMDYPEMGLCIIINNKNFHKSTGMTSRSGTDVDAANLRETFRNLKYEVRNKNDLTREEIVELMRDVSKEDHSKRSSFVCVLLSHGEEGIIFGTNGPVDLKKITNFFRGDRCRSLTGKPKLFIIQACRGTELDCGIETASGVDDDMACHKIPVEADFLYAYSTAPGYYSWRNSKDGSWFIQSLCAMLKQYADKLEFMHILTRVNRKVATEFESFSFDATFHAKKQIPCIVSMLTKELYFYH
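Assay system: Procaspase-3 D3A mutant, all three cleavage aspartates alanine. Buffer or medium: Zinc-free HEPES saline buffer with Triton X-100. Times: 1 h compound preincubation, 2 h substrate hydrolysis at 25 °C. Measured by: 405 nm absorbance of p-nitroaniline, reads at 0 and 120 min. Read-out basis: percent activation relative to control range. Replicates: singlicate.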
core dimer inh = HCV core protein dimerization inhibition | TR-FRET GST/Flag-core106 dimerization, 1536-well | inhibition, % at 5 µM | 300,000 tested, 0.33% active | AID 1899;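 active = inhibition above the mean of all tested compounds plus 3 SD, set per screening campaign, cut at about 45% in these data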
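Assay system: GST-tagged and Flag-tagged HCV core protein residues 1-106 / Times: compound-protein-antibody incubation 4 h at 22.5 °C / Signal: time-resolved FRET, ex 340 nm, em 617 and 671 nm / Evaluation: % inhibition based on acceptor/donor emission ratio / Benchmarks: wells lacking GST-core106 and wells with excess unlabelled core106 / Repeats: singlicate, one well per compound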
TPT1 inh = C. albicans TPT1 enzyme inhibition | recombinant caTPT1, FP RNA substrate dephosphorylation | inhibition, % at 5 µM | 300,000 tested, 0.81% active | AID 1962;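 active = inhibition above the mean of all tested compounds plus 3 SD, set per screening campaign, cut at about 24% in these data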;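 note: plate controls were DMSO alone for no effect and ferristatin control at 100 nM for full effect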
Starred values were filed as active, the others as inactive; i = inactive; ? = inconclusive; . = no result given; & = joins results of further samples. Compounds as they come. Share with any hit: about 2.9%.

SMILES	proCasp7 act	Efflux pump mplx	GASC-1 inh	PP5 inh	Fh CTSL1 inh	PP1 counter	procasp3 activ	core dimer inh	TPT1 inh
Fc1ccc(/C=N\Nc2cccc(F)c2)cc1	-12	-0.1	-2	1.6	-1	-2	11	10	3
COc1cccc(CN2CCN(C(=O)c3cc(-c4cccnc4)nc4ccc(C)cc34)CC2)c1	-4	0.0	-3	-0.4	0	-2	5	6	0
Cc1nn(C)c(C)c1NC(=O)CCl	-5	0.4	-1	0.8	4	-3	-2	0	3
CC1CN(CCc2ccccc2)c2nc3c(c(=O)n(C)c(=O)n3C)n2C1 (stereo unspecified)	-5	0.0	-3	2.8	0	-1	-1	-17	1
Cc1ccc(NC(=O)CN(C)Cc2nc3c(Br)cc(Br)cc3c(=O)[nH]2)cc1	5	0.1	-10	1.1	3	3	-6	5	4
O=C(Nc1nc(=O)c2ccccc2s1)c1ccc(F)cc1	-17	0.0	9	0.6	-1	7	-16	-3	-2
Cc1cc(=O)[nH]c(Nc2ccccc2C)n1	-7	-0.2	-48	-1.5	4	-3	4	-10	-1
Clc1ccc2oc(-c3cccnc3)nc2c1	-11	0.0	11	-2.5	1	-3	7	3	-4
O=C(Oc1ccc2ccc(O)cc2c1)C1CCCCC1	12	-0.3	-6	1.4	4	1	-7	15	0
CCOC(=O)c1c(COC(=O)c2ccco2)nc2ccccc2[n+]1[O-]	2	0.1	-8	1.1	1	4	4	5	-2
O=C(O)CCCCNS(=O)(=O)/C=C/c1ccccc1	8	0.1	2	0.9	1	-3	-3	-2	5
CCN(CC)CCN(CC(=O)N(C1CCCCC1)C1CCCCC1)C(=O)c1ccco1	-3	0.4	7	2.9	-3	2	4	7	1
Cc1ccc(F)cc1NC(=O)c1cccc2nccnc12	-3	-0.1	2	-0.8	4	0	1	0	-7
CCC12CN(C(=O)c3ccco3)CC(CC)(CN(C(=O)c3ccco3)C1)C2=O	-1	-0.1	10	-0.4	3	-1	3	-2	1
CCOC(=O)c1c(C2CC2)csc1NC(=O)COC(=O)CCS(=O)(=O)c1ccc(C)cc1	-7	0.1	-9	3.5	-46	5	-8	3	0
CN(c1ccccc1)S(=O)(=O)c1ccc2[nH]c(=O)oc2c1	9	-0.1	-9	3.3	-3	2	5	1	2
CCN(C(=O)N1CCOCC1)c1ccccc1C	14	0.0	-3	0.6	1	-2	6	-4	-1
Oc1ccccc1-c1nnc(COc2ccccc2)o1	1	0.2	2	-0.1	0	2	5	-3	-3
Cc1nc(N/C(N)=N/S(=O)(=O)c2ccccc2)nc2ccccc12	-3	-0.1	-4	.	.	.	4	.	.
O=C1CCC([N+](=O)[O-])C(c2ccc3c(c2)OCO3)N1 (stereo unspecified)	-6	0.1	7	-2.6	-9	-3	0	0	-6
CCOc1ccccc1-n1c(SCC(N)=O)nnc1-c1ccc(O)cc1	3	-0.3	0	1.5	-1	-2	8	2	0
O=C(Nc1ccc(Cl)cc1)C1CCCN(S(=O)(=O)c2cnc[nH]2)C1 (stereo unspecified)	8	0.2	13	0.6	-2	-4	11	1	0
COc1ccc(CC(=O)OCCc2cc3cc(OC)c(OC)cc3c(=O)o2)cc1	-15	0.5	14	0.9	.	-2	-10	.	.
O=C(COC(=O)c1ccc(Cl)c([N+](=O)[O-])c1)Nc1ccccc1OC(F)F	7	-0.8	4	2.9	-4	1	-1	-7	-4
CCCN1CCc2c(sc(NC(=S)NC(=O)c3ccccc3)c2C#N)C1	-45	-0.1	-2	-0.6	5	3	-18	-1	88*
(list continues)
SMILES	proCasp7 act	Efflux pump mplx	GASC-1 inh	PP5 inh	Fh CTSL1 inh	PP1 counter	procasp3 activ	core dimer inh	TPT1 inh
COc1cccc(-c2c(C(=O)N/N=C(\C)c3cccs3)nnn2-c2nonc2N)c1	3	-0.4	0	1.9	0	0	4	-14	-2
Cc1ccc(-c2nnc(Nc3ccc(OCC(N)=O)cc3)c3ccccc23)cc1S(N)(=O)=O	10	-0.4	8	3.1	-2	-2	-6	1	-2
CCOc1ccc(CCNC(=O)CCn2ccc3cc(S(=O)(=O)N4CCCC4)ccc32)cc1	-6	-0.2	8	2.6	2	-2	4	2	0
COc1ccccc1Oc1coc2c(CN3CCOCC3)c(O)ccc2c1=O	-4	0.4	4	2.9	-1	-3	-3	-1	1
O=C(/C=C/c1ccccc1)N/C(=C/c1ccccc1)C(=O)Nc1ccc(C(=O)O)cc1	-6	-0.2	-4	4.8	4	2	8	-1	-3
CCN(C(=O)CSc1nnc(-c2ccccc2)o1)c1c(N)n(Cc2ccccc2)c(=O)[nH]c1=O	6	0.2	6	1.1	-3	-1	4	-8	-4
CC(C)(C)c1ccc(S(=O)(=O)CC(O)CSc2nc3c(cc2C#N)CCCC3)cc1 (stereo unspecified)	4	0.4	-2	5.8	4	1	5	11	3
CCSc1ncc(C#N)c(N)n1	-2	0.1	30	-0.2	2	-5	0	-5	-5
COCCCN=Cc1c(C)[nH]n(-c2ccc(Br)c(C)c2)c1=O	-3	-0.1	-19	-1.0	1	-1	-1	6	0
Oc1ccc(Cl)cc1C=Nc1ccc2c3c(cccc13)CC2	-6	4.4*	10	0.7	0	2	-1	-29	1
Cc1onc(-c2ccccc2)c1C(=O)O/N=C(\N)c1ccc([N+](=O)[O-])o1	8	-0.1	2	1.8	6	-1	-1	-2	-5
CCc1nnc(NC(=O)CSc2nnc(Cc3ccccc3)n2Cc2ccccc2)s1	1	0.5	6	0.7	0	2	7	14	-1
O=C(NC(=S)N1CCc2ccccc21)c1ccccc1Cl	-11	-0.1	6	-1.9	-1	-5	4	7	0
CS(=O)(=O)N(CCCC(=O)N1CCCCCC1)c1cccc(Cl)c1	5	-0.2	-12	-0.2	1	-4	5	-9	2
CCN(CC(=O)NC)S(=O)(=O)c1ccc(C)cc1	-1	0.0	3	1.8	0	-4	-2	0	0
Cc1ccc(C(=O)Nc2cccnc2)cc1S(=O)(=O)N1CCCC1	0	-0.1	-10	2.3	-7	1	13	-11	-2
CC(=O)Nc1ccc(NC(=O)C23CC4CC(C2)CC(n2cnc(Br)n2)(C4)C3)cc1	20	0.0	2	0.4	-4	-2	8	-6	1
Cc1ccc2cccc(N=Cc3c(C)[nH]n(-c4ccccc4)c3=O)c2n1	-5	0.9	-7	4.8	-3	4	-18	-7	9
Cc1ccccc1N1C(=O)CC(N2CCN(C(=O)c3ccco3)CC2)C1=O (stereo unspecified)	-1	-0.5	?	1.2	-1	-2	-1	-22	-4
COc1cc(-c2nnc(COc3ccc4cc(Br)ccc4c3)o2)cc(OC)c1OC	2	0.0	-9&0	-1.1	6	-2	-1	20	-2
CCOC(=O)c1[nH]c(C)c(C(=O)Nc2cccc(Cl)c2C)c1C	0	0.0	i	-1.8	-2	-5	7	0	0
Cc1ccc(N(CC(=O)N/N=C/c2cccs2)S(C)(=O)=O)cc1	3	-0.8	2	-1.1	0	-1	2	-6	-6
COc1ccc(N(C(=O)c2snc(C(N)=O)c2N)C(C(=O)NCc2ccc(F)cc2)c2ccc(C)o2)c(OC)c1 (stereo unspecified)	26*	-0.1	3	3.8	3	3	5	11	0
O=C1CCC(C(=O)N2CCC(O)CC2)CN1CCc1ccc(Cl)cc1 (stereo unspecified)	-2	-0.2	-24	-0.1	-1	-2	1	-2	-4
CN1C(=O)C(=C2CCCCCC2)SC1=S	-1	0.0	6	-2.4	4	-4	-2	-1	0
Remaining list, next part
SMILES	proCasp7 act	Efflux pump mplx	GASC-1 inh	PP5 inh	Fh CTSL1 inh	PP1 counter	procasp3 activ	core dimer inh	TPT1 inh
COc1cc(C(=O)NCc2ncccc2C)ccc1OC1CCN(C(C)=O)CC1	3	0.0	6	0.4	-3	0	-2	-4	0
Cn1cc(CN2CCN(c3cnccn3)CC2)c(-c2cccc(Cl)c2)n1	-5	0.1	-5	0.4	2	0	1	-2	2
C=C(C)CNC(=O)c1ccc(OC2CCN(S(=O)(=O)N(C)C)CC2)cc1	10	-0.1	-1	-0.5	2	-2	3	2	-2
COc1cc(OC)c(OC)cc1NC(=O)CC1COc2ccccc2O1 (stereo unspecified)	6	-0.1	-31	2.2	-2	-1	-8	-2	-3
O=C(Nc1c(F)c(F)c(F)c(F)c1F)C1CCCCC1	-8	0.0	-14	0.6	6	-3	2	-3	0
CCCCC(=O)NC(c1ccco1)c1cc(Cl)c2cccnc2c1O (stereo unspecified)	-26	0.1	-30	-4.5	-1	13	-12	3	4
CCOC(=O)c1cc(-c2ccc(F)cc2)n(CC(=O)NCc2ccccn2)c1C	10	0.2	16	1.1	1	-3	2	-1	1
CC(C)N=C(N)N=C(N)Nc1ccc(Cl)cc1	1	-0.1	.	2.9	-1	1	-6	-13	-1
O=C1CN(C(=O)c2cnccn2)c2ccccc2N1	1	-0.1	-20	-1.9	6	-4	8	0	0
Cc1c(F)cccc1NC(=O)CSCC(=O)Nc1ccccc1	1	-0.1	-1	-3.0	3	0	1	-6	-2
Cc1ccc(/C=C(\C#N)C(=O)NCCN2CCOCC2)cc1	-3	-0.3	-1	2.4	5	-7	5	-4	-4
O=C(COc1ccc(F)cc1)Nc1ccccc1N1CCOCC1	1	-0.1	-2	-0.1	1	-2	2	-2	2
CC/C(=N/Nc1cccc(Cl)c1)c1cnnc(SC)n1	-1	-0.1	4	-0.8	-1	-1	2	5	5
c1ccc2c(c1)C(=NCC1CCCO1)NC2=NCC1CCCO1 (stereo unspecified)	3	0.1	2	-0.2	2	3	-6	-1	0
O=S(=O)(Nc1nc2ccccc2nc1Cl)c1ccc2c(c1)OCCO2	3	-0.1	-15	-0.4	0	-2	6	9	-2
CC(=O)c1cnn(-c2cc(Oc3cccc(C)c3)ncn2)c1C	11	0.2	14	-1.6	0	-1	-2	3	1
O=C(O)c1cc(-c2ccc(/C=N/Nc3ccc(Cl)cc3)o2)ccc1Cl	-19	-0.1	0	3.1	-2	8	-11	-5	1
N#Cc1c2ccc([N+](=O)[O-])cc2[n+]([O-])n1-c1ccccc1	1	0.0	-3	1.9	.	2	-2	.	.
Cc1c(C(=O)Nc2ccc(F)cc2)c2ccccn2c1CCc1ccncc1	10	-0.1	3	1.5	3	1	2	-7	-2
CCCCc1c(O)nc(SCC(=O)c2ccccc2)n(-c2ccccc2)c1=O	-4	0.2	2	-1.0	7	-1	-13	0	-2
CN1C(=O)/C(=C\C=C2/CCCN2C)N(C)C1=S	-30	-0.4	3	1.8	7	-1	-20	-46	60*
